Screening results: PubChem, several laboratories
Bim-Bcl-2 = human Bim-Bcl-2 interaction inhibition | P10415 | Bead-based flow cytometry, Bim peptide-Bcl-2 binding | inhibition, % at 10 µM | hit rate 0.06% among 190,000 | AID 950; in the data active means inhibition above about 40%; inconclusive means no clear call, values can overlap the other calls;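 further: 0% = no compound wells with probe peptide and 100% = reference peptide inhibitor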
Mcl1-Bid inh = Mcl-1/Bid interaction inhibition; Q07820; TR-FRET Mcl-1/Bid-Dy647 peptide binding, 1536-well; inhibition, % at 21.7 µM; hit rate 0.97% among 220,000; AID 1021;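 active means compounds that cut the binding signal by more than half at the single screening dose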;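 further: His-tagged Mcl-1 with europium anti-His antibody binding Bid BH3 peptide; 0% = Mcl-1 plus peptide wells and 100% = peptide-only wells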
Target sequence (Q07820 whole entry, looked up): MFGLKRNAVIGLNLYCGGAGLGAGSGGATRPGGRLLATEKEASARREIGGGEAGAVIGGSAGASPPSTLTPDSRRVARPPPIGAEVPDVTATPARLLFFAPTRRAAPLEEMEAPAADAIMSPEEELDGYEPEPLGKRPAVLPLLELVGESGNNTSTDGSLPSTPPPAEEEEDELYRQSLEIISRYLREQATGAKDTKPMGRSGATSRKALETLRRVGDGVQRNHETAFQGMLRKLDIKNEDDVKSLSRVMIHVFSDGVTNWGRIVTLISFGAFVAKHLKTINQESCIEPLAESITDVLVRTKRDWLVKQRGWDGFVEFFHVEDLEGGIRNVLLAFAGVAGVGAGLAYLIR
RGS8-Gao reg = modulates binding of RGS8 to human Galphao; P09471; multiplexed bead flow cytometry; actives lie on both sides; response (percent of control binding), % at 10 µM; hit rate 0.34% among 220,000; in the data active means response below about 60% or above about 140%; inactive means in between;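 further: Galphao activated as the GDP aluminium fluoride complex binding bead-coupled RGS8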
Mcl1-Noxa inh = disrupts binding of human Mcl-1 to Noxa peptide; inhibition, % at 21.7 µM; AID 1022; Q07820; TR-FRET Mcl-1/Noxa peptide binding, 2 h; hit rate 1.5% among 220,000;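 active means compounds that cut the protein-peptide binding signal by more than 50% relative to plate controls in a single-dose test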;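 further: His-tagged Mcl-1 with rhodamine Noxa BH3 peptide and terbium anti-His antibody; 0% = Mcl-1 plus Noxa peptide wells and 100% = peptide-only wells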
Bim-Mcl-1 = inhibitors of Bim-Mcl-1 interaction, human; inhibition, % at 10 µM; Bead-based flow cytometry, Bim peptide-Mcl-1 binding; hit rate 0.1% among 190,000; AID 1009;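 further: 0% = no compound tracer wells and 100% = peptide blocker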
Bcl-W Bim block = disrupts Bim peptide binding to human Bcl-W. hit rate 0.02% among 190,000. bead-based flow cytometry. AID 952. Q92843. inhibition, % at 10 µM;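 further: 0% = bound tracer without compound and 100% = peptide blocker; higher means less fluorescent Bim peptide bound to Bcl-W beads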
Target sequence (Q92843 whole entry, looked up): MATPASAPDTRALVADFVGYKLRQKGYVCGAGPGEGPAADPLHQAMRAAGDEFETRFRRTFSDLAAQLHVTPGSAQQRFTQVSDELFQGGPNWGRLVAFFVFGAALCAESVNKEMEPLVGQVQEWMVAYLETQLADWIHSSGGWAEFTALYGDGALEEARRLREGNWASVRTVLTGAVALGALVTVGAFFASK
RGS7-Gao reg = modulates binding of RGS7 to human Galphao. Multiplexed bead flow cytometry; actives lie on both sides. hit rate 0.35% among 220,000. P09471. binding response (% of control), % at 10 µM; in the data active means binding response below about 49% or above about 150%; inconclusive means no clear call, values can overlap the other calls; inactive means in between;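 further: fluorescent Galphao held in activated GDP-AlF4 state binding bead-coupled RGS7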
RGS4-Gao reg = modulates binding of RGS4 to human Galphao. Multiplexed bead flow cytometry; actives lie on both sides. hit rate 0.33% among 220,000. P09471. binding response (% of control), % at 10 µM; in the data active means binding response below about 49% or above about 150%; inactive means in between;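 further: fluorescent Galphao activated with aluminum fluoride binding bead-coupled RGS4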
Bfl-1 Bim block = disrupts Bim binding to human Bfl-1; Q16548; Bead-based flow cytometry, Bim-Bfl-1 binding inhibition; inhibition, % at 10 µM; hit rate 0.12% among 190,000; AID 1008;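 further: 0% = wells without compound plus tracer and 100% = blocker peptide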
Bcl-B Bim block = inhibitors of Bim-Bcl-B interaction, human. hit rate 0.073% among 190,000. inhibition, % at 10 µM. bead-based flow cytometry, Bim peptide-Bcl-B binding. Q9HD36;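 further: 0% = tracer peptide without compound and 100% = reference inhibitor peptide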
Bcl-XL Bim block = inhibitors of Bim-Bcl-XL interaction, human. Q07817. Bim peptide-Bcl-XL binding, bead flow cytometry, fluorescence. inhibition, % at 10 µM. hit rate 0.04% among 190,000. AID 1007
Target sequence (Q07817 whole entry, looked up): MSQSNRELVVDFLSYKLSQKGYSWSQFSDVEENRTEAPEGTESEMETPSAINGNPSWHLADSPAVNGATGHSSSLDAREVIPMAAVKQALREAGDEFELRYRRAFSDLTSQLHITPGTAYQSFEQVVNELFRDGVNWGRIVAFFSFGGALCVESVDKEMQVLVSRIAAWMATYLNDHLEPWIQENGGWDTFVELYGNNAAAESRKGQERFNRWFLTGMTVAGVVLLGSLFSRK
* = called active by the depositor; ? = inconclusive; . = no result given. Unless noted, no stated cut-off is given here; in the data, active means inhibition above about 40%.

SMILES	Bim-Bcl-2	Mcl1-Bid inh	RGS8-Gao reg	Mcl1-Noxa inh	Bim-Mcl-1	Bcl-W Bim block	RGS7-Gao reg	RGS4-Gao reg	Bfl-1 Bim block	Bcl-B Bim block	Bcl-XL Bim block
COC(=O)c1ccc(COc2ccccc2/C=C(\C#N)C(=O)Nc2c(C)cccc2C)cc1	3	-4	98	32	0	-1	97	99	-1	-3	-2
COc1ccc(N2CCN(Cc3nc4c(c(=O)n(C)c(=O)n4C)n3CC(C)=O)CC2)cc1	-4	-30	102	-8	-1	-3	101	101	-1	-3	-4
Cn1c(SCC(=O)Nc2ccc(Br)cc2F)nnc1-c1ccco1	-2	-38	119	-17	-3	-1	123	108	-13	-10	-2
COc1cc(OC)c(S(=O)(=O)Nc2ccc(C)cn2)cc1NC(C)=O	-3	-38	98	-14	-19	-6	100	99	-9	-7	-5
COc1ccc(Cl)cc1NC(=O)NC(C)c1ccncc1 (centres undefined)	-5	3	94	-9	-11	-2	101	96	-3	-4	-5
CCOC(=O)c1nnn(-c2nn3nnnc3c3ccccc23)c1C	0	-3	104	13	-1	-1	107	107	2	0	0
COc1cc(NC(=S)N2CCCC(C)C2)c(OC)cc1Cl (centres undefined)	-3	-41	102	-21	-5	-2	104	101	13	-40	-7
COC(=O)c1cccc(NC(=O)c2cccc(OC)c2)c1	-10	-25	103	10	-4	-2	96	101	-13	-9	-8
Cc1cc(NC(=O)CSc2ccc3nnc(-c4ccccn4)n3n2)no1	-4	-2	99	-1	2	3	94	97	-7	-3	3
C1CCCC(NC2=NCCO2)CCC1	.	0	100	-3	.	.	?	100	.	.	.
Cc1cccc(S(=O)(=O)NCCC(=O)OC(C)C(=O)NC(=O)NC2CCCCC2)c1 (centres undefined)	-4	-24	99	8	-3	2	99	99	-15	-6	-27
COc1ccccc1N1CCN(S(=O)(=O)c2ccc3nc(-c4ccccc4)[nH]c3c2)CC1	0	0	104	9	-1	0	97	99	2	-3	-4
C=CCn1cc(-c2cccc(C(F)(F)F)c2)cc(C#N)c1=O	2	14	100	8	3	0	94	94	-2	1	1
COc1ccc(NC(=O)CSc2c3c(nc4ccccc24)CCC3)c(OC)c1	-3	1	98	0	-3	-3	89	94	-1	-4	-4
CCOc1ccccc1N(C)C(=O)c1nn(-c2ccc(OC)cc2OC)c(=O)c2ccccc12	-1	-8	102	7	0	0	107	102	-5	0	0
Cc1cc(C)cc(N2CCN(C(=O)N3CCOCC3)CC2)c1	2	-23	104	17	-3	-2	99	97	-1	-3	-2
CC(C)OCCCNC(=S)NNC(=O)c1ccc(Cl)c(Cl)c1	-2	-61	97	13	-5	4	91	98	3	-7	0
CC(C)C(NC(=O)OCc1ccccc1)C(=O)OCC(=O)N1C(C)CCCC1C (centres undefined)	-17	-14	100	-2	-5	-1	102	101	-16	-14	-8
COc1ccc(N2CCN(C(c3ccccc3)c3nnnn3Cc3ccc(F)cc3)CC2)cc1 (centres undefined)	-5	-105	101	40	-3	-1	99	100	-3	-3	-3
CCc1ccc(-n2cc(-c3ccc(F)cc3)[n+]3c2SCCC3)cc1	-3	-32	100	7	0	-1	?	101	-3	-2	0
COCCCn1c(SCc2ccccc2)nc2cc(OC)c(OC)cc2c1=N	-4	7	98	-7	-3	0	96	98	0	-2	-3
Cc1ccc2c(CC(=O)OC3CCOC3=O)coc2c1 (centres undefined)	-3	-15	103	-13	1	2	100	103	-7	-5	0
CSc1cccc(NC(=O)C2CCCN(S(=O)(=O)c3cnc[nH]3)C2)c1 (centres undefined)	-1	-25	94	4	-6	-4	100	98	-2	-1	-4
O=C(O)CCS(=O)(=O)Cc1ccccc1Cl	-8	-25	100	.	-7	-3	95	96	-15	-10	-16
O=C1/C(=C/c2ccccn2)COc2ccccc21	-1	-6	101	2	1	-2	103	104	0	-2	-2

(continued)
SMILES	Bim-Bcl-2	Mcl1-Bid inh	RGS8-Gao reg	Mcl1-Noxa inh	Bim-Mcl-1	Bcl-W Bim block	RGS7-Gao reg	RGS4-Gao reg	Bfl-1 Bim block	Bcl-B Bim block	Bcl-XL Bim block
Clc1ccc(-c2nnc(Sc3nc4ccccc4o3)c3ccccc23)cc1	-3	-17	121	-2	0	-3	128	123	-1	-10	-3
O=C1CN(CC(=O)N2CCOCC2)c2ccccc2O1	-3	-127	82	-61	-1	-2	92	96	3	1	-2
Cn1c(=O)oc2cc(S(=O)(=O)N3CCC(C(=O)N4CCN(c5ccccc5)CC4)CC3)ccc21	-6	-30	96	8	0	0	95	95	-9	-3	-2
O=C(CCSCc1ccccc1Cl)NCc1cccs1	0	-17	100	3	-1	0	96	100	-2	-6	-3
COc1ccc(CCNC(=O)COC(=O)Cc2ccc(OC)cc2)cc1	-10	7	100	-8	-6	-6	102	97	-9	-9	-10
CC(NC(=O)CCCCCN1C(=O)c2ccccc2C1=O)c1ccc2c(c1)CCCC2 (centres undefined)	-9	3	104	-1	3	2	103	104	-7	-9	-5
Cc1[nH]nc2c1C(Cc1ccccc1)C(C#N)=C(N)O2 (centres undefined)	-4	-47	103	-3	0	5	105	105	-12	-5	-19
O=C(CNC(=O)c1ccccc1F)Nc1ccccc1C(F)(F)F	1	-28	98	16	0	0	93	97	-3	-4	0
CC(=O)Nc1sc(C)c(C)c1C(=O)OCC(=O)N(CC(C)C)C1CCS(=O)(=O)C1 (centres undefined)	1	-9	101	-4	-1	0	101	102	0	-2	-6
COc1ccc(C(=O)OCC(=O)NCc2ccco2)cc1S(=O)(=O)N1CCN(c2cccc(Cl)c2)CC1	-6	-9	101	1	1	1	103	100	-8	-8	0
CSc1nsc(SCC(=O)N2CCCc3ccccc32)n1	-4	-10	109	1	1	0	115	118	-8	-8	-4
CS(=O)(=O)Nc1cccc(S(=O)(=O)N2CCN(C(=O)c3ccccc3)CC2)c1	.	-20	101	6	.	.	?	98	.	.	.
CCc1sc(C(=O)N2CCc3ccccc32)cc1C	0	-11	102	1	0	5	99	101	0	-4	-4
C[C@@H]1CC=C[C@H]2[C@H]1C(=O)N(Cc1ccccc1)[C@H]2c1cccc([N+](=O)[O-])c1	.	-42	98	20	.	.	?	98	.	.	.
CC1CCCCN1c1nnc(NC(=O)Cn2c(=O)oc3ccccc32)s1 (centres undefined)	-4	-32	96	-4	-1	0	93	93	-8	-5	-3
Clc1ccc2c(c1)C1OCCC1C(c1ccco1)N2 (centres undefined)	-5	-20	103	15	2	0	106	102	-11	-4	-5
O=C(c1cccc(F)c1)N1CCN(C(=O)c2nn3cccnc3c2Cl)CC1	-8	-26	104	-9	-4	4	103	106	-13	-8	-2
O=C(CCN1CCN(Cc2ccccc2)CC1)Nc1cccc(Cl)c1	-11	2	105	10	-1	0	108	100	-13	-6	-5
O=C(Oc1ccc(N(Cc2cccs2)C2=NS(=O)(=O)c3ccccc32)cc1)c1ccc(Cl)cc1	0	-4	98	1	21	14	98	100	1	-2	1
O=C(NCc1ccc(F)cc1)C1CCN(S(=O)(=O)N2CCCCC2)CC1	-3	-11	99	-7	-2	-2	93	95	-2	-4	-4
O=C(c1c(Cl)cccc1Cl)N1CCN(c2ccccn2)CC1	-6	-14	103	37	-5	-2	102	102	-5	-2	8
COCCNC(=O)/C(C#N)=C/C=C/c1ccccc1[N+](=O)[O-]	-3	-13	101	13	-6	-4	?	98	-7	-8	-6
CCc1ccc(C2=Nn3c(nnc3-c3cccs3)SC2)cc1	3	-4	95	-1	0	4	99	94	0	3	3
CCn1nc(C(=O)OCC(=O)Nc2nc(-c3ccc(OC)cc3)cs2)c2ccccc2c1=O	-1	-5	85	32	-2	-4	98	98	0	-7	-3
O=C(COc1cccc2ccccc12)N/N=C/c1ccc(Sc2nc3ccccc3s2)o1	-6	-27	102	-5	0	4	103	107	-6	-4	0
COc1ccc(CCNC(=O)C(=O)NCc2ccc(C(C)C)cc2)cc1OC	-4	-9	101	7	0	-1	99	99	-2	0	-1
CCNc1nc(NCC)n2c(SC(C(=O)Nc3cc(C)ccc3OC)c3ccccc3)nnc2n1 (centres undefined)	2	-6	110	13	-4	-2	112	105	-1	0	-3
CCOC(=O)c1nnn(CC(=O)NC(=O)Nc2cccc(CC)c2)c1C(=O)OCC	-2	-23	101	18	-1	0	?	102	-4	-7	-3
CC(O)CNCCCCOc1ccc(OCc2ccccc2)cc1 (centres undefined)	-3	-30	98	6	-3	-3	?	101	2	-1	0
C(=C1/CCCC2=C1Nc1ncnn1C2c1ccccc1)/c1ccccc1 (centres undefined)	0	-5	97	8	-2	0	96	97	1	1	-7

Gathered by group, those above containing fluorine (7)
SMILES	Bim-Bcl-2	Mcl1-Bid inh	RGS8-Gao reg	Mcl1-Noxa inh	Bim-Mcl-1	Bcl-W Bim block	RGS7-Gao reg	RGS4-Gao reg	Bfl-1 Bim block	Bcl-B Bim block	Bcl-XL Bim block
Cn1c(SCC(=O)Nc2ccc(Br)cc2F)nnc1-c1ccco1	-2	-38	119	-17	-3	-1	123	108	-13	-10	-2
C=CCn1cc(-c2cccc(C(F)(F)F)c2)cc(C#N)c1=O	2	14	100	8	3	0	94	94	-2	1	1
COc1ccc(N2CCN(C(c3ccccc3)c3nnnn3Cc3ccc(F)cc3)CC2)cc1 (centres undefined)	-5	-105	101	40	-3	-1	99	100	-3	-3	-3
CCc1ccc(-n2cc(-c3ccc(F)cc3)[n+]3c2SCCC3)cc1	-3	-32	100	7	0	-1	?	101	-3	-2	0
O=C(CNC(=O)c1ccccc1F)Nc1ccccc1C(F)(F)F	1	-28	98	16	0	0	93	97	-3	-4	0
O=C(c1cccc(F)c1)N1CCN(C(=O)c2nn3cccnc3c2Cl)CC1	-8	-26	104	-9	-4	4	103	106	-13	-8	-2
O=C(NCc1ccc(F)cc1)C1CCN(S(=O)(=O)N2CCCCC2)CC1	-3	-11	99	-7	-2	-2	93	95	-2	-4	-4
